PMI act satM6P: increases human PMI activity with near-saturating mannose 6-phosphate; P34949; 190,000 tested, 0.34% active; coupled PMI enzyme assay, resazurin fluorescence, 20 min; hits give high values; 1 = untreated enzyme, 0 = substrate-free blank; activation factor at 20 µM; AID 1216;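 active = activation factor of 2 or more at 20 µM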
Target sequence (P34949 whole entry, looked up): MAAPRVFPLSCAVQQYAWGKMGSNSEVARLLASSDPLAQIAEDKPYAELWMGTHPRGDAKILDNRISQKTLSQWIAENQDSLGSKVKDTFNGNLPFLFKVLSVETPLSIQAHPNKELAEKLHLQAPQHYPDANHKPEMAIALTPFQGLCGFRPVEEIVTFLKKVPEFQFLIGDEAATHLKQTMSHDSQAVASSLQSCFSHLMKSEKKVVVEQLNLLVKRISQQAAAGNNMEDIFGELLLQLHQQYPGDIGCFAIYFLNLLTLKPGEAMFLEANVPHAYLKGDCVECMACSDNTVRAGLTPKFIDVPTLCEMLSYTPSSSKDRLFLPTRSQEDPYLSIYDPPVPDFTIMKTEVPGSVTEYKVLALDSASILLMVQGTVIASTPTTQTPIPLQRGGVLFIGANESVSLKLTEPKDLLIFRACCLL
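Test system: human PMI in coupled enzyme assay; Input: PMI at 15 ng/mL final; Medium: HEPES buffer, pH 7.4; Schedule: 20 min incubation at room temperature; Technique: resorufin fluorescence at Ex 544/Em 590 nm; Compound: 20 µM single dose; Probe or stimulus: Near-saturating mannose-6-phosphate, 1.0 mM.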
Lmaj promast: Leishmania major promastigote growth inhibition; Leishmania major promastigotes, resazurin fluorescence viability; inhibition, % at 10 µM; 200,000 tested, 9% active; AID 1063; in the data active = inhibition above about 50%;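 also: promastigotes grown with compound for 44 hours at 28 °C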
RAM inhibit: blocks the yeast RAM network; S. cerevisiae dse1pr::URA3 reporter, 5-FOA growth OD615, 2 d; analog-sensitive cbk1-as2 kinase mutant strain; inhibition, % at 50 µM; 190,000 tested, 1.8% active; AID 868;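 active = inhibition above a set limit, 3 SD over mean compound inhibition, cut at about 8.4% in these data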;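 also: 0% = DMSO-only wells with no growth and 100% = 10 µM 1-NA-PP1 full growth; inhibition rescues growth on 5-FOA so higher OD means more RAM inhibition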
PMI activator: activators of human phosphomannose isomerase | P34949 | purified human PMI, coupled resazurin fluorescence, 20 min; hits give high values; 1 = vehicle control, 0 substrate-free wells | activation factor at 20 µM | 190,000 tested, 0.005% active;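 active = activation factor of 2 or more at 20 µM, relative to plate controls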
Hsp70 act: switches on Hsp70 transcription; activation, % at 10 µM; 200,000 tested, 0.04% active; HeLa Hsp70 promoter luciferase reporter, luminescence; scaled: vehicle 0, proteasome-inhibitor control 100%; AID 1203;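 active = activation above the mean across all tested compounds plus 3 SD, cutoff set per campaign, cut at about 5.5% in these data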;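 also: 100% = MG132 at 30 µM as the positive control and 0% = DMSO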
TNAP inh hi DEA: TNAP (human) inhibition, high acceptor. P05186. purified TNAP, CDP-star luminescence, 1 M DEA. inhibition, % at 20 µM. 200,000 tested, 0.03% active;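 active = over 50% inhibition of tissue-nonspecific alkaline phosphatase at 20 µM in the single-dose screen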;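 also: plate controls were DMSO wells for no effect and EDTA-quenched wells as full inhibition for full effect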
Efa HMGR inh: inhibitors of class II HMG-CoA reductase from Enterococcus faecalis | inhibition, % at 10 µM | 190,000 tested, 0.41% active | purified E. faecalis HMGR, NADPH absorbance 340 nm kinetic;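 active = inhibition above a set limit, the median over all tested compounds plus 3 SD, cut at about 9.5% in these data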;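 also: enzyme runs in reverse so mevalonate oxidation gives rising NADPH absorbance; 0% = complete reaction with DMSO and 100% = background rate lacking mevalonate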
TNAP inh noacc: TNAP (human) inhibition, acceptor-free conditions; P05186; purified TNAP, CDP-star luminescence, 30 min; inhibition, % at 20 µM; 200,000 tested, 0.26% active;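 active = tissue-nonspecific alkaline phosphatase inhibition above about 50% at 20 µM in the single-dose screen, limit read from the data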;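 also: 0% = DMSO negative control and 100% = EDTA positive control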
S1P3 antag: antagonists of human S1P3 receptor. CHO S1P3 NFAT-BLA reporter, FRET fluorescence, antagonist mode. inhibition, % at 4.98 µM. 170,000 tested, 0.27% active. AID 485;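 active = inhibition above the plate cutoff, the mean inhibition of test wells on that plate plus 3 SD, cut at about 28% in these data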;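 also: cells challenged with S1P at its EC80 of 0.8 µM; blue over green emission ratio from cleaved BLA substrate after 4 h stimulation; 0% = S1P-stimulated wells and 100% = unstimulated DMSO-only wells; some compounds past the cut are filed as inactive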
Target sequence (Q99500 whole entry, looked up): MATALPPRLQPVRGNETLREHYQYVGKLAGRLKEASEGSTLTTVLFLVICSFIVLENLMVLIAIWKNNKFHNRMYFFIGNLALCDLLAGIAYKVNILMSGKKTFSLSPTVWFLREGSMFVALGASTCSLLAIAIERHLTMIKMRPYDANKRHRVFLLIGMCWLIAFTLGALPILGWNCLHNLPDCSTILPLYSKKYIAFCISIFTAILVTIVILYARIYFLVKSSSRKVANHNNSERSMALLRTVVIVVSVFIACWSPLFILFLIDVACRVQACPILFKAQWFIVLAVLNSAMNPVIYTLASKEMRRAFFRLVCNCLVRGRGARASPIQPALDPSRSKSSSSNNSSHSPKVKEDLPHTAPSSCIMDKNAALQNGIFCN
Redox H2O2 prof: compounds producing H2O2 with reducing agent – biochemical, NIH compound library profiling, artefact control for MLSCN library redox annotation, primary screen; 200,000 tested, 0.03% active; DTT-dependent redox cycling H2O2, phenol red/HRP absorbance; 100% = 100 µM peroxide control, 0% = buffer; activation, % at 10 µM; AID 878;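 active = activation of at least 50% relative to the plate's high and low controls in the primary single-dose screen; inactive = activation below 50%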;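 also: compound incubated with DTT at 0.8 mM final as the reducing agent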
An asterisk follows results filed as active; / = not tested or not shown.

SMILES	PMI act satM6P	Lmaj promast	RAM inhibit	PMI activator	Hsp70 act	TNAP inh hi DEA	Efa HMGR inh	TNAP inh noacc	S1P3 antag	Redox H2O2 prof
C=CCn1c(SCC(=O)/C(C#N)=C(\C)N)nc2sc(CC)cc2c1=O	0.9	-4	13*	0.9	-0.3	0	4	-8	0	1.5
COc1cc(CNC2CCCC2)cc(Cl)c1OCc1ccc(F)cc1	0.9	101*	2.9	0.8	-0.2	0	-1	-11	/	-0.4
CC1(C)CC(=O)C(C(=O)c2ccccc2)C(=O)C1	1	-6	0.1	1	-0.4	-10	-7	-10	-12	-0.1
CCN1CCN(S(=O)(=O)c2cc(OCC(=O)NC3CCCCC3)c(C)cc2Cl)CC1	0.9	15	1.6	0.9	0.0	0	-1	-2	0	-1.6
O=C(Cn1nnc(-c2ccc3c(c2)OCO3)n1)NCc1ccco1	1	-2	1.9	1	-0.3	0	-1	-2	-11	3.4
O=C(CSc1nnc(CNc2ccccc2)o1)N1CCN(C(=O)c2ccco2)CC1	1.1	-2	3.0	1.1	-0.1	-4	1	-12	-20	-0.8
COc1ccc(NC(=O)CCNS(=O)(=O)c2ccc3c(c2)CCC(=O)N3)cc1	1.1	-2	4.3	1	-0.1	-5	-7	-11	/	-4.8
CC(=O)N1CC=C2C(C#N)=C(N)C(C#N)(C#N)C(C)C2C1 (stereo unspecified)	0.9	-5	1.6	0.8	-0.2	0	1	-4	10	0.4
CCn1c(SCC(=O)c2ccccc2)nnc1-c1cnccn1	1	20	1.5	0.9	-0.1	-3	-12	-12	-12	1.7
CCOc1ccc(NC(=O)c2cccc3c2C(=O)N(CCOC)C3)cc1	1	9	2.5	1	-0.1	-4	-1	-18	/	-1.5
COC(=O)c1c(NC(=S)Nc2ccc(C(=O)N3CCOCC3)cc2)sc2c1CCC2	0.7	-7	7.4	0.7	0.3	-4	-8	-6	-3	-0.4
O=S(=O)(Nc1ccc2c(c1)OCCO2)c1ccc(Br)s1	1	-2	-1.5	1	-0.4	-5	-1	-5	1	0.5
COc1ccccc1N1CCN(CC(=O)N(CC(C)C)c2c(N)n(CC(C)C)c(=O)[nH]c2=O)CC1	1	-2	-0.6	1	-0.4	-4	-2	-16	-9	-1.3
COc1cccc(CNC(=O)CCN2C(=S)NC(C)(C)CC2C)c1 (stereo unspecified)	1	-14	1.1	0.9	-0.1	-3	1	-10	-1	-2.5
COc1ccc(/C=C/C(=O)c2nc3ccccc3n2CC(=O)c2ccc(OC)cc2)cc1	0.8	75*	4.9	0.9	-0.1	-6	-4	-11	/	-3.2
Cc1ccc2oc(=O)c3cnn(CC(=O)N4CCN(c5ccccn5)CC4)c3c2c1	0.9	7	1.6	0.9	-0.2	-1	5	-8	-2	0.3
CC(NC(=O)COC(=O)[C@@H]1CCCN1S(=O)(=O)c1ccccc1F)C12CC3CC(CC(C3)C1)C2 (stereo partly specified)	1	96*	2.8	1	-0.1	-5	-7	20	-1	0.0
C/C(=N\NC(=S)NCCc1ccccc1)c1ccc(C)cc1	0.8	0	5.1	0.8	0.5	3	-11	-3	/	2.8
CCOc1ccccc1C(=O)Nc1nnc(SCC(=O)N2CCOCC2)s1	0.9	7	5.8	0.9	-0.1	-7	-3	-11	12	-1.2
COC(=O)C1=C2SC(C)C(=O)N2C(N)=C(C#N)C1c1ccc(OC)c(OC)c1 (stereo unspecified)	0.5	-9	1.4	0.7	0.1	-5	-2	-10	6	0.9
CC12CNCC(C)(CN(C3(O)C(=O)Nc4ccc(Br)cc43)C1)C2=O (stereo unspecified)	0.8	21	-1.2	1	-0.2	-3	-9	-4	-12	0.0
Cc1ccccc1N(CC(=O)Nc1ccccc1C(=O)NCc1ccco1)S(=O)(=O)c1ccccc1	1.2	11	7.4	1.1	-0.1	5	1	-4	4	0.0
CCOc1cccc(SCc2noc(C(=O)NCCOC)c2C(=O)O)c1	1.1	-9	2.0	1.1	-0.4	-4	6	-13	/	-4.9
CCOC(=O)c1c(NC(=O)c2c(Br)cnn2CC)sc(C)c1C	1	8	9.1*	1	0.1	3	-10	-7	/	0.8
O=C(CCl)Nc1ccc(N2CCCCCC2)cc1	0.7	99*	0.5	0.9	-0.1	-8	-4	-15	-9	-0.6
The list goes on:
SMILES	PMI act satM6P	Lmaj promast	RAM inhibit	PMI activator	Hsp70 act	TNAP inh hi DEA	Efa HMGR inh	TNAP inh noacc	S1P3 antag	Redox H2O2 prof
COc1ccc(OC)c(NC(=O)CSc2ccc3ccccc3c2)c1	0.9	8	8.4	1	-0.2	0	-3	6	/	0.9
O=C(COc1ccc2c(c1)OCO2)Nc1ccccc1F	1	-4	1.4	1	-0.1	-6	-5	-10	-8	-0.9
COC(=O)c1ccccc1NC(=O)c1ccc(COc2ccccc2)o1	1	0	9.6*	0.9	-0.3	-4	2	-11	24	0.4
Cc1ccc(C)c(OCc2nc3ccccc3[nH]2)c1	0.9	45	0.7	0.9	-0.1	-8	-10	-65	-10	-1.6
O=C(c1ccc(-c2ccc([N+](=O)[O-])cc2Cl)o1)N1CCOCC1	1.1	27	1.1	1.2	0.1	-1	-11	-4	-7	-3.3
Cc1nnsc1NC(=O)OCc1ccccc1Cl	0.9	-3	1.2	0.9	0.0	-1	2	-6	/	-2.0
COc1ccc(-n2c(C)cc(C3=NNC(=NC4CC4)SC3)c2C)cc1	1	41	1.2	1	-0.1	-4	7	3	-24	-1.2
Cn1c(=O)c2cc(S(=O)(=O)NCCC(=O)NCCC3=CCCCC3)ccc2n(C)c1=O	1.1	2	6.9	1.1	0.1	-3	-3	-2	-12	-0.1
COC(=O)c1ccc(NC(=S)N2CCCC2)cc1	1	-10	1.4	1.1	0.1	-1	-2	-8	-2	-0.2
CCN(c1ccccc1)S(=O)(=O)c1cccc(C(=O)NCC(c2cccs2)N(C)C)c1 (stereo unspecified)	1	37	0.5	1	-0.3	-7	-4	-17	0	-0.6
Cn1c(=O)c2c(ncn2CC(=O)Nc2ccccc2)n(C)c1=O	1	-7	0.8	1	-0.2	-3	1	-5	/	-0.1
O=C(Cn1cc2c(n1)CCCC2)NCCCN1CCN(C2CCCCC2)CC1	1.1	-6	-0.1	1.1	-0.1	5	-2	-4	-9	-3.5
CCOC(=O)c1c(C)c(C(=O)NCc2ccco2)c(C)n1CC	1	-4	1.2	1	-0.2	-2	-3	-12	-2	-0.1
Cc1ccc(SCc2cc(-c3ccc(Cl)cc3)no2)cc1	0.9	-5	4.5	0.9	0.3	-3	-3	-7	/	2.0
CCOC(=O)c1c(/N=C/N(C)C)sc(/C=N/Nc2ccccc2)c1-c1ccccc1Cl	1.2	49	6.0	1	-0.2	5	-1	3	1	0.1
COC(=O)C(Nc1nccs1)(OC)C(F)(F)F (stereo unspecified)	1.1	2	1.3	1.2	0.6	-8	4	-4	-27	4.4
CCOC(=O)N1CCN(c2c(NCCN3CCCCC3CC)c(=O)c2=O)CC1 (stereo unspecified)	1	-4	1.0	1	-0.2	-6	-8	-12	0	-1.2
COc1cc(CNC2CCCCC2OC)cc(OC)c1OC (stereo unspecified)	1.1	1	2.4	1.1	-0.2	-6	1	-10	0	-0.1
CCOC(=O)C1(Cc2ccc(Cl)cc2)CCN(C(=O)c2cscn2)CC1	1	2	1.7	1	-0.1	-7	0	-10	5	4.1
O=C(N/N=C/c1ccc([N+](=O)[O-])o1)c1cc(-c2ccncc2)nc2ccccc12	0.9	99*	0.8	1.1	-0.1	7	-5	9	/	-4.5
C(#CCN1CCC(Cc2ccccc2)CC1)COCCOCc1ccccc1	1	5	-0.1	0.8	-0.2	-12	-4	-16	10	-0.2
Brc1ccc2nc(N3CCCC3)sc2c1	0.9	17	-0.2	0.9	0.3	-4	-6	2	-18	-0.2
CC1CCN(S(=O)(=O)c2cn(C)c(=O)n(C)c2=O)CC1	1	-5	1.0	1	-0.1	-5	-10	-4	/	-1.5
COc1ccc(Nc2nc(-c3cccs3)nc3ccccc23)cc1	0.9	40	1.4	0.9	-0.3	-5	1	0	4	0.0
O=C(Nc1ccccc1)N1N=C(c2ccc(F)cc2)CC1c1ccc(F)cc1 (stereo unspecified)	0.8	92*	9.6*	0.9	0.1	-4	-5	-18	-3	-0.3
New compounds follow:
SMILES	PMI act satM6P	Lmaj promast	RAM inhibit	PMI activator	Hsp70 act	TNAP inh hi DEA	Efa HMGR inh	TNAP inh noacc	S1P3 antag	Redox H2O2 prof
Clc1ncnc2c1oc1ccccc12	0.9	2	3.1	1	-0.2	-1	2	1	/	1.7
COC(=O)C1=C(N)Oc2c(oc(CO)cc2=O)C1c1ccccc1F (stereo unspecified)	1	-4	-0.4	1	-0.5	1	2	-6	/	3.3
COc1ccc(CC(=O)NN2C(=O)c3ccccc3C2=O)cc1	0.9	-8	1.8	1	-0.2	-1	-3	-3	-12	-0.1
CCn1c(SCC(=O)Nc2cc(C)on2)nnc1-c1ccccc1	0.9	-1	0.5	0.9	-0.4	-4	-2	-6	/	0.5
O=C(Nc1ccc(CN2CCOCC2)cc1)c1cc2ccccn2n1	0.8	-2	1.4	0.8	-0.3	1	2	-1	-22	-0.6
Cc1ccnc(NC(=O)c2ccc(COc3ccc(Cl)cc3)o2)c1	1	-2	-0.7	1	-0.1	-3	-2	-16	/	0.8
COCC(=O)Nc1nc2n(n1)C(c1ccccc1)CC(c1ccc(OC)cc1)N2 (stereo unspecified)	1	2	0.1	1	-0.4	-1	-4	-3	-8	1.7
Cc1cc(Br)ccc1OCCCCN1CCC(C)CC1	1.1	100*	2.2	1	-0.1	-6	-3	-8	5	0.0
C=CCN1C(=O)/C(=C\C=C2\N(C)c3ccccc3C2(C)C)SC1=S	0.7	20	0.9	0.8	-0.3	49	2	-4	0	2.6

High-throughput results (PubChem BioAssay)

Outcome played no part in choosing rows. About 12% of those tested had a hit in this group.
